# RAD52 anneal inh – blocks human RAD52 DNA annealing; recombinant RAD52 DNA annealing, FRET fluorescence; inhibition, % at 18.7 µM; 360,000 tested, 0.46% active;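 active = every replicate showing at least 50% inhibition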
# ERAP1 inh – blocks human ERAP1 aminopeptidase activity; Q9NZ08; recombinant ERAP1, Leu-AMC fluorescence, 60 min; inhibition, % at 10.7 µM; 340,000 tested, 0.15% active; AID 652197;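 active = mean replicate inhibition of at least 30%, or all replicates individually reaching that 30% level; inactive = mean below 30% and not every replicate reaching it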;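 also: 0% = neutral control wells and 100% = L-leucinethiol positive control wells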
# RAD54 inh – blocks human RAD54 Holliday junction branch migration. AID 602329. inhibition, % at 10.4 µM. FAM/BHQ fluorescence. Q92698. 360,000 tested, 0.14% active;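 active = mean normalized replicate activity at least 40 and at least half of replicates scoring 40 or more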;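 also: 0% = median of neutral control wells and 100% = median of positive control wells; inhibitors cause a drop in the FAM fluorescence signal; in these data hits start at about 50%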
# Target sequence (Q92698 whole entry, looked up): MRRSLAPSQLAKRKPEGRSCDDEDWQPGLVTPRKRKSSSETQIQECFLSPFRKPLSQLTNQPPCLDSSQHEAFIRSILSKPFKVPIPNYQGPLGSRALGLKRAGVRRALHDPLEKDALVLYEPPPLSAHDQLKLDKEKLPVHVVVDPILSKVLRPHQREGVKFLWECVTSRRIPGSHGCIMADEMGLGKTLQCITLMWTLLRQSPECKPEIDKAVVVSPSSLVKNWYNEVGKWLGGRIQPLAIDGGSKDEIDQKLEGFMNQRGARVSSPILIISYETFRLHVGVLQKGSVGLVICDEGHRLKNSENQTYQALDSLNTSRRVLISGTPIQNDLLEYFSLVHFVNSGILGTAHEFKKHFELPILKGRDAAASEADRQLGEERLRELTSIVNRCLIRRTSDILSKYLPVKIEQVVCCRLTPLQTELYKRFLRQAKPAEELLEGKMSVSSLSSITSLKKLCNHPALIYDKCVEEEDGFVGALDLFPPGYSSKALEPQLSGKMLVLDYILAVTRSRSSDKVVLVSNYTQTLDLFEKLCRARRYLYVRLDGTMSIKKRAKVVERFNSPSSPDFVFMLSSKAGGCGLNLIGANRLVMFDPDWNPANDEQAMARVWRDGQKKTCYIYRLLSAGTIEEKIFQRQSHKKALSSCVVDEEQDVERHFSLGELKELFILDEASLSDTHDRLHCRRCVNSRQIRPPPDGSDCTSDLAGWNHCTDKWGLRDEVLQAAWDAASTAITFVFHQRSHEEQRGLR
# esBAF inh – SWI/SNF esBAF complex inhibition | mouse ES cells, Bmi1-luciferase knock-in reporter, 24 h; 100% = twice the neutral-well signal | reporter increase, % at 12.5 µM | 350,000 tested, 2% active | AID 602393; in the data active = activation above about 40%;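 also: 0% = median of the plate's neutral control wells and 100% = double that signal; a rise in the Bmi1 reporter signal indicates esBAF inhibition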
# XiGFP reactiv – X-chromosome reactivation activator. XiGFP mouse fibroblasts, % GFP-positive cells imaging, 3 d; cells co-treated with 5-aza-dC sensitizer; scaled so ellipticine positive control = 100%. activation, % at 7.58 µM. 360,000 tested, 0.055% active. AID 743238;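 active = mean normalized replicate activation at least 10% and every replicate at or above 10%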;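 also: 0% = median of on-plate neutral control wells and 100% = ellipticine 6 µM median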
#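 Material: XiGFP fibroblasts, SV40-immortalized; Buffer or medium: DMEM containing 5-aza-dC; Compound dosing: single point; Times: 3 days compound exposure.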
# S100A4 MyoIIA – blocks human S100A4 binding to myosin IIA peptide. P26447. S100A4/TAMRA-MyoIIA peptide fluorescence polarization. inhibition, % at 10.7 µM. 360,000 tested, 0.14% active;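 active = mean inhibition of at least 70% across replicates, with every replicate also reaching that level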
# Target sequence (P26447 whole entry, looked up): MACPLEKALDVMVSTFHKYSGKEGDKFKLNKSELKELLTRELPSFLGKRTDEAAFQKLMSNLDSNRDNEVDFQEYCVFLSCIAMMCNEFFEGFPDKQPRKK
#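 Compound dosing: one dose per compound; test system: human S100A4 monomer with TAMRA-labelled myosin IIA peptide; probe or stimulus: TAMRA-labelled myosin IIA heavy-chain peptide probe, 5 nM; medium: HEPES buffer with Ca2+, pH 7.2; schedule: 5 min incubation before reading; benchmarks: neutral control DMSO, positive control TFP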
# ERp5 inh – blocks human ERp5 reductase activity on insulin; inhibition, % at 9.99 µM; AID 651711; 350,000 tested, 0.05% active; ERp5 insulin aggregation, absorbance 650 nm, 90 min;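 active = mean replicate inhibition above about 25%, with every replicate also reaching it, limit read from the data, passing the limit was not always enough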
# E-sel inducer – induces E-selectin expression in human endothelial cells; 260,000 tested, 0.37% active; activation, % at 7.58 µM; AID 686992; HUVEC E-selectin immunofluorescence imaging; normalized: neutral wells 0, TNF-alpha wells 100;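 active = mean E-selectin-positive cell signal at least 10% of the positive control, reached in at least 60% of replicates, without over 20% cell loss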;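 also: in these data hits start at about 27%; measured in HUVEC primary endothelial cells; signal is the percent of cells scored E-selectin positive by PE staining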
#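 System: HUVEC, human umbilical vein endothelial cells; quantity: 3,000 cells/well; buffer or medium: EGM-2 medium, gelatin-coated wells; dosing: single-point compound dose; detection: immunofluorescence imaging; evaluation: % PE-positive cells; benchmarks: TNF-alpha, DMSO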
# * marks the source's active call; other numbers are inactive results; i = inactive; · = not tested or not shown; & = joins results of further samples.
SMILES,RAD52 anneal inh,ERAP1 inh,RAD54 inh,esBAF inh,XiGFP reactiv,S100A4 MyoIIA,ERp5 inh,E-sel inducer
CS(=O)(=O)N1CCCC(C(=O)Nc2ccc(Br)cc2F)C1 (centres undefined),-10.2,-1.4,-6.4,-7.0,0.0,-1.8,-0.3,·
Cc1c(N=Cc2ccc(O)c(Br)c2)cccc1[N+](=O)[O-],-1.7,0.2,-2.7,·,0.0,-13.5,6.5,·
COc1ccccc1-c1cn(CC[C@@H]2CC[C@@H](NC(=O)C3CCCC3)[C@H](CO)O2)nn1,-6.6,-0.3,·,·,0.0,4.8,-1.5,-0.2
O=C(Nc1ccc2c(c1)OCCO2)c1ccc2ccccc2n1,-18.2,-2.1,·,·,0.9,0.1,0.2,0.8
O=C1S/C(=C\c2ccc(O)c([N+](=O)[O-])c2)C(=O)N1Cc1cccc([N+](=O)[O-])c1,-4.9,0.5,5.9,·,0.0,-2.8,4.7,·
CS(=O)(=O)c1ccc(C2=C(c3ccccc3)C(=O)OC2)cc1,-13.6,-0.4,14.1,3.6,0.3,2.1,1.9,0.5
Cc1ccc(S(=O)(=O)N(C)CCCC(=O)N2CCCCC2)cc1,4.4,-3.3,2.3,-1.9,0.1,-1.5,-2.4,·
O=C(c1cc2cc(Br)cc(Br)c2oc1=O)N1CCOCC1,-5.1,-3.6,2.3,-3.0,0.1,1.2,-17.1,·
COc1ccc(OC)c(-n2c(=S)[nH]c3c(sc(=S)n3-c3ccccc3C)c2=O)c1,-19.6,-2.7,·,·,-0.1,-2.9,0.0,·
COc1ccccc1CCC(=O)OCC(=O)Nc1c(C)nn(-c2ccccc2)c1C,-3.2,2.2,-5.0,6.3,0.3,0.0,-3.1,7.9
C[C@@H]1CN([C@H](C)CO)C(=O)CCCn2cc(nn2)CO[C@@H]1CN(C)S(=O)(=O)c1ccc2c(c1)OCCCO2,-7.7,-3.6,7.7,2.7,0.0,-1.6,-2.5,0.0
COC(=O)C[C@@H]1CC[C@H]2[C@H](COc3ccc(NC(=O)C4CC4)cc3C(=O)N2C)O1,4.8,-0.4,-7.9,-1.6,0.3,-9.3,-4.3,-0.1
COc1ccc(N2C(=O)CSC2c2ccccc2F)c(OC)c1 (centres undefined),3.2,3.8,-2.8,-3.0,0.0,-2.7,3.1,·
CCc1sc(C(=O)N2CCN(S(C)(=O)=O)CC2)cc1Br,-13.5,2.1,1.4,-1.2,·,0.3,2.8,·
Cc1ccccc1C(=O)NCC(=O)OCC(=O)NC(C)C1CC2CCC1C2 (centres undefined),-7.2,-1.2,-10.2,-3.1,0.1,-0.9,2.0,-0.6
COc1ccc2nc(SCC(=O)Nc3ccccc3)[nH]c2c1,3.2,-4.9,·,·,0.4,2.9,3.0,·
O=C(N[C@@H]1CC[C@@H](CCNS(=O)(=O)c2cccc(Cl)c2)O[C@@H]1CO)c1ccccc1,-2.3,-0.2,-7.1,2.3,-0.5,0.0,2.2,0.5
CN(C)C(CNC(=O)c1cccs1)c1cccnc1 (centres undefined),-10.2,0.3,-5.2,-2.0,0.0,-1.1,2.1,8.1
CCC(=O)N1[C@@H]2Cn3c(ccc(-c4ccccc4F)c3=O)[C@H]1[C@@H](C(=O)NC1CCC1)[C@@H]2CO,2.8,4.5,-8.4,-0.5,0.0,-43.0,-3.9,-0.2
Cc1ccc(NC(=O)NNC(=O)C2CC(c3cccs3)=NO2)cc1 (centres undefined),-1.5,2.4,-7.0,-9.1,0.0,1.4,-3.1,-0.1
O=C(CCc1ccccc1)NCCC1=CCCCC1,3.2,-3.4,·,·,0.0,0.6,-1.0,·
CCOc1ccc(NCc2cc3c(C(C)(C)C)nn(-c4ccccc4)c3[nH]c2=O)cc1,-101.2,0.5,8.9,6.1,·,-9.5,-93.6,·
CCCCc1nnc(NC(=O)C2CC(=O)N(c3ccc(C)cc3)C2)s1 (centres undefined),-11.9,-0.7,-2.1,3.1,-0.1,-3.4,7.8,0.0
COc1cc(/C=C/C(=O)Nc2ccc3[nH]c(=O)[nH]c3c2)cc(OC)c1OC,-5.7,0.2,·,·,0.4,-7.5,-1.7,-2.4
COc1ccccc1CNC(=O)COC(=O)c1cc(=O)[nH]c2ccccc12,-9.7,-0.5,-7.4,-3.2,0.1,0.4,3.9,0.6

# 3 compounds from above, sorted by formula weight, highest first:
SMILES,RAD52 anneal inh,ERAP1 inh,RAD54 inh,esBAF inh,XiGFP reactiv,S100A4 MyoIIA,ERp5 inh,E-sel inducer
COc1ccccc1CNC(=O)COC(=O)c1cc(=O)[nH]c2ccccc12,-9.7,-0.5,-7.4,-3.2,0.1,0.4,3.9,0.6
Cc1ccc(NC(=O)NNC(=O)C2CC(c3cccs3)=NO2)cc1 (centres undefined),-1.5,2.4,-7.0,-9.1,0.0,1.4,-3.1,-0.1
Cc1ccc(S(=O)(=O)N(C)CCCC(=O)N2CCCCC2)cc1,4.4,-3.3,2.3,-1.9,0.1,-1.5,-2.4,·

# Continuation.
SMILES,RAD52 anneal inh,ERAP1 inh,RAD54 inh,esBAF inh,XiGFP reactiv,S100A4 MyoIIA,ERp5 inh,E-sel inducer
C[C@@H]1CN([C@@H](C)CO)C(=O)c2cc(N(C)C)ccc2O[C@H]1CN(C)S(=O)(=O)c1ccccc1,4.8,6.1,-11.8,-1.9,-1.3,-7.7,2.7,-5.5
COCC(=O)N1[C@H](C#N)[C@H](c2ccccc2C2=CCCCC2)[C@H]1CO,-5.9,-8.5,·,·,0.0,9.0,-2.2,-0.2
Cc1noc(C)c1S(=O)(=O)Nc1ccc2c(c1)CC(=O)N([C@@H](C)CO)C[C@@H](C)[C@H](CN(C)Cc1ccc(C(F)(F)F)cc1)O2,-1.7,0.1,-5.1,5.3,0.3,-0.2,3.7,-6.8
C[C@@H]1CCCCO[C@H](CN(C)Cc2ccc(C(F)(F)F)cc2)[C@@H](C)CN([C@H](C)CO)C(=O)c2cc(NC(=O)CCC(F)(F)F)ccc2O1,-0.3,1.0,0.6,-4.2,0.2,8.5,0.5,0.1
CC(=O)NC(c1cccc(F)c1)c1nc(-c2ccccc2C)cs1 (centres undefined),-4.5,9.1,10.2,7.4,0.0,-0.8,3.0,0.1
C[C@@H]1CN([C@@H](C)CO)C(=O)CCCn2nncc2CO[C@@H]1CN(C)C(=O)c1ccccc1,5.3&1.1&11.1,-1.6&-0.2&2.2,-3.8&-0.1&-1.3,0.6&-0.3&-1.6,0.1&0.0,-6.3&10.4&8.3,-0.6&0.5&0.4,2.2&0.1
COc1ccc(NC(=O)N(C)C[C@H]2Oc3ncc(-c4ccc(C#N)cc4)cc3C(=O)N([C@H](C)CO)C[C@@H]2C)cc1,2.7,-0.7,-2.4,-5.8,-0.1,3.0,2.5,0.0
O=C(NC(=S)N1CCN(Cc2ccccc2)CC1)c1ccco1,-17.1,-1.9,·,·,0.0,-26.3,-2.7,·
NS(=O)(=O)c1ccc(CCNC(=O)CSc2nc3ccccc3c(=O)n2CC2CCCO2)cc1 (centres undefined),-6.8,1.0,7.1,4.2,0.0,5.9,1.6,·
CN(Cc1c(F)cccc1Cl)C(=O)CNC(=O)c1sc2ccccc2c1Cl,-19.2,-0.2,-0.7,27.1,0.2,-3.2,-0.9,0.5
Cc1c(Cc2ccccc2)c(=O)oc2cc(OCC(N)=O)ccc12,-5.0,0.6,-9.6,8.8,0.0,1.6,3.2,·
CCOC(=O)N1CCN(C(=O)CS(=O)(=O)Cc2nc(-c3ccccc3F)oc2C)CC1,-14.7,-3.5,-13.4,-3.2,0.0,7.5,6.3,·
COc1ccc(S(=O)(=O)NCc2ccccn2)cc1NC(=O)c1ccccc1C,-15.3,-5.0,-0.6,-14.1,1.1,-7.2,-4.3,·
CCCN(C(=O)C1CCCN(c2ncnc3c2nc2n3CCCCC2)C1)c1ccc(F)cc1 (centres undefined),-1.7,-1.0,-2.3,12.5,0.0,8.4,-5.6,·
Cc1ccccc1C(=O)NNC(=O)CSc1nnc(-c2ccncc2)n1-c1ccccc1,-10.4,0.1,·,·,-0.1,-1.6,5.3,·
CCn1nc(C)c(CN2CCCC(CO)(Cc3ccccc3)C2)c1C (centres undefined),-41.6,-1.7,·,·,0.0,-1.4,2.7,7.9
Cc1sc(NC(=O)/C=C/c2ccco2)c(C(=O)O)c1C,-13.0,0.3,-0.8,18.1,0.0,-4.6,-5.8,7.9
O=C(NC1CCN(Cc2ccc(F)cc2)CC1)c1ccccc1,-9.7,0.7,-0.7,-9.8,0.2,-1.2,1.7,-0.1
Cc1nc(SCc2ccc(C(=O)O)cc2)nc2c1CCCC2,-3.7,-1.4,·,·,0.0,-4.1,2.6,·
CCN1CCN(c2ccc(S(=O)(=O)N3CCOCC3)cc2NC(=O)/C=C/c2ccc(C)cc2)CC1,-15.3,0.0,·,-84.0,0.3,-0.2,6.7,·
COc1ccc(-n2nc3c(N4CCC(C(=O)N5CCC(C)CC5)CC4)nnc(C)c3c2C)cc1,i,1.1,-10.8,5.6,0.0,-19.4,16.2,-0.5
COc1ccccc1C(=O)NCCC(=O)NC1CCCC(C)C1C (centres undefined),-6.6,-0.3,4.5,·,0.5,-0.1,-0.9,-0.2
COc1ccccc1NC(=O)N(C)C[C@@H]1Oc2ncc(C#CCN(C)C)cc2C(=O)N([C@H](C)CO)C[C@H]1C,-6.3,-1.0,-15.9,-1.0,-0.3,0.5,-3.8,0.0
Cc1cc(C(=O)Nc2cccc3c2O[C@H](CN(C)CC2CC2)[C@@H](C)CN([C@H](C)CO)C3=O)n(C)n1,-3.1&-4.1,-0.1&-4.8,-3.3&7.7,0.9&-0.6,0.1&0.0,-11.8&-6.5,-2.7&-0.2,0.4&-0.4
CC(C)C(=O)Nc1cccc(-c2nc3ncccc3o2)c1,5.5,-4.3,-9.0,11.4,0.1,-6.4,-0.8,·

# Filtered by structure, the entries above with a nitro group on carbon.
SMILES,RAD52 anneal inh,ERAP1 inh,RAD54 inh,esBAF inh,XiGFP reactiv,S100A4 MyoIIA,ERp5 inh,E-sel inducer
Cc1c(N=Cc2ccc(O)c(Br)c2)cccc1[N+](=O)[O-],-1.7,0.2,-2.7,·,0.0,-13.5,6.5,·
O=C1S/C(=C\c2ccc(O)c([N+](=O)[O-])c2)C(=O)N1Cc1cccc([N+](=O)[O-])c1,-4.9,0.5,5.9,·,0.0,-2.8,4.7,·

# The listing continues.
SMILES,RAD52 anneal inh,ERAP1 inh,RAD54 inh,esBAF inh,XiGFP reactiv,S100A4 MyoIIA,ERp5 inh,E-sel inducer
Cc1cc2n(n1)C(c1ccccc1Cl)Nc1ccccc1-2 (centres undefined),2.0,-2.9,1.0,-14.3,·,-2.9,-14.0,·
Cc1cccc(NCC(=O)N/N=C/c2ccc(Br)cc2)c1,-4.8,-0.3,·,·,-0.1,6.7,0.7,3.4
COc1cccc(NC(=S)N(CCc2c(C)[nH]c3ccccc23)Cc2cccs2)c1,-35.4,-1.9,9.0,-6.7,0.5,-29.2,1.2,0.1
COc1ccc(NC(=O)CSc2nnc(-c3cccc(O)c3)o2)cc1,-6.7,1.1,1.7,22.4,0.0,7.4,-1.7,-0.1
CN(C)C(CNC(=O)Cc1cccc(C(F)(F)F)c1)c1ccco1 (centres undefined),-22.3,-3.6,·,·,0.0,-4.0,1.3,3.3
O=C(CN1C(=O)C(=O)c2ccccc21)c1ccccc1,-10.2,-1.5,-5.8,3.8,0.2,-3.8,-2.0,0.0
C=CCOc1ccc(CN(C)CC(=O)Nc2ccc3c(c2)CCC3)cc1,15.8,·,·,·,0.4,-7.4,1.5,2.7
O=C(Nc1ccc(N2CCCCC2)cc1)c1cc(S(=O)(=O)N2CCOCC2)ccc1F,-12.6,-2.8,5.2,0.2,0.0,-6.7,1.5,·

# An unsorted share of the library; 2.5% or so of the library scored in one or more.
